Bioassay records: PubChem BioAssay, National Center for Advancing Translational Sciences (NCATS)
BRCA1 expr up – increases BRCA1 expression. MCF7-BRCA1-FFLuc reporter, luminescence, 48 h; response scale: scaled: vehicle 0%, 10 µM genistein 100%. Potency, µM (doses to about 46.1 µM), inactives show at the top dose activation, hits mostly activators. 1.1% of 380,000 active. AID 624202; note: nearly all actives have a fitted effect of over 80% in size; some results filed as inactive show a strong effect at the top dose
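Compounds are tested at multiple concentrations on MCF7 BRCA1-luciferase reporter cells seeded at 2000 per well; after 48 h, a single luminescence end-point is taken and curves fitted to the normalized data.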
MLL CXXC-DNA inh – MLL CXXC-DNA interaction inhibition. Q03164. MLL-CXXC / FITC-HOXA9 DNA fluorescence polarization. Potency, µM (doses to about 115 µM), for the others: at the top dose activity change, negative = inhibition, hits mostly inhibitors. 0.037% of 290,000 active. AID 2662; active = well fitted inhibition curve with a large enough effect in the polarisation, with a control signal flat, not every such curve was filed as active; inconclusive = small, poorly fitted or top-dose-only effect, or effect the other way, or a change in a side signal; inactive = no such curve, though single readings can be large or run the other way; the % refers to the polarisation
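Fluorescence polarization: 7 uM MLL-CXXC (stock) preincubated 5 min with compounds, then 50 nM fluorescein-HOX-A9 DNA (stock) added; 30 min ambient. Buffer 50 mM Tris-HCl pH 7.5, 50 mM NaCl, 1 mM DTT, 0.05% BSA.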
NPC1 prom act – NPC1 promoter activation | Huh7 NPC1 promoter luciferase reporter, 24 h | Potency, µM (titrated, usually from 9.22 µM), for inactives: top-dose activation, hits mostly activators | 2.4% of 320,000 active | AID 485313;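 note: % of control where 0% means no effect; nearly all actives have a fitted effect of over 60% in size; reporter is driven by a mutant NPC1 promoter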
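Huh7 reporter cells (NPC1 promoter driving luciferase) are dosed with compound for 24 h at 37 °C, 5% CO2; luciferase detection reagent is then added and luminescence measured after 10 min at ambient temperature.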
RORg inh – ROR gamma (mouse) transcription inhibition | Potency, µM (doses to about 53.6 µM), inactives show top-dose activity change, negative = inhibition, hits mostly inhibitors | 5.4% of 310,000 active | Drosophila S2 Gal4-RORgamma UAS-luciferase reporter, 20 h | AID 2551 | P51450; note: % is set by controls: 0 for no effect and ±100 for the full control effect; nearly all actives have a fitted effect of over 60% in size
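A Gal4/UAS one-hybrid system in insect cells: metallothionein-promoter Gal4–ROR gamma fusion plus Photinus luciferase reporter. Copper sulfate 700 uM final, 20 hr ambient incubation, luminescent detection after 10 min with reagent.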
FLuc counter – counter-screen for miR-21 project: firefly luciferase inhibitors or activators; P08659; purified FLuc, Km substrates, luminescence inhibition; Potency, µM (top dose mostly 57.5 µM), for the others: top-dose activity change, negative = inhibition, actives largely listed as inhibitors; 6.9% of 360,000 active; AID 588342;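 note: plate controls were vehicle for no effect and reference inhibitor for full effect; nearly all actives have a fitted effect of over 55% in size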
Target sequence (P08659 whole entry, looked up): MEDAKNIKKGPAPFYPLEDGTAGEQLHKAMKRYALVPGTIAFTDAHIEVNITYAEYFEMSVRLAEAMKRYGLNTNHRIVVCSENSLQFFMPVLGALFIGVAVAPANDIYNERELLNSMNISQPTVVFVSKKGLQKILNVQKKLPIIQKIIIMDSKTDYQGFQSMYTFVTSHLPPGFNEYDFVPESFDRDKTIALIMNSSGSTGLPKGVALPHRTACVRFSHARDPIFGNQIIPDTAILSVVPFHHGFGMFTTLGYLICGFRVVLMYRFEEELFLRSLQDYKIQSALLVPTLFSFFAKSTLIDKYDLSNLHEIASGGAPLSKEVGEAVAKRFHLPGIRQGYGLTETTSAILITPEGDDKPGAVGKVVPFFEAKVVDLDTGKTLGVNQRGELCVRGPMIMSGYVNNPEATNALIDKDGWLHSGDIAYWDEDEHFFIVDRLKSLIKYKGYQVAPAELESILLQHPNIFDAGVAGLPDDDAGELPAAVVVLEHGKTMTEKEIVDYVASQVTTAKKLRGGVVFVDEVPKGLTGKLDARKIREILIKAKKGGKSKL
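Biochemical qHTS of compounds, final roughly 60 µM downward over six points, against 10 nM purified firefly luciferase using Km concentrations of substrates (10 uM D-luciferin, 10 uM ATP) in Tris acetate pH 7.5 buffer; luminescence output.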
uPA surface inh – blocks generation of uPA at the cell surface; cell surface uPA generation assay, qHTS; Potency, µM (highest dose often 38.3 µM), for the others: top-dose activity change, negative = inhibition, hits mostly inhibitors; 0.31% of 330,000 active; AID 540303; active = well fitted inhibition curve with a large enough effect; inconclusive = small, poorly fitted or top-dose-only effect; inactive = no such curve, though single readings can be large or run the other way; tested in mouse RAW 264.7 cells; note: % is set by controls: 0 for no effect and ±100 for the full control effect; nearly all actives have a fitted effect of over 55% in size
Rab9 prom act – Rab9 promoter activation; Huh7 Rab9 promoter-luciferase reporter, luminescence, 24 h; Potency, µM (doses to about 9.22 µM), for the others: at the top dose activation, negative = inhibition, most hits filed as activators; 2.8% of 320,000 active; AID 485297; note: % of control where 0% means no effect; nearly all actives have a fitted effect of over 60% in size
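Luminescence read-out: Huh7 cells stably expressing Rab9-luciferase, treated 24 h with compound at 37 °C, then lysed with luciferase reagent for 10 min at ambient before reading.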
VP16 counter – counter-screen for ROR gamma inhibitors: Gal4-VP16 reporter; Drosophila S2 Gal4-VP16 UAS-luciferase, luminescence, 20 h; Potency, µM (top dose mostly 53.6 µM), without a hit: at the highest dose activity, negative = inhibition, usual class: inhibitors; 3.5% of 310,000 active; AID 2546;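 note: Gal4-VP16 expression switched on by copper sulfate through the metallothionein promoter; % is set by controls: 0 for no effect and ±100 for the full control effect; nearly all actives have a fitted effect of over 50% in size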
p53 reactivation – mutant p53 re-activation in reporter cells; H1299 p53-A138V BP100-luciferase reporter, luminescence, 24 h; Potency, µM (highest dose often 92.2 µM), for inactives: at the top dose activity change, positive = activation, usual class: activators; 0.063% of 320,000 active; AID 504706; note: % of control where 0% means no effect; nearly all actives have a fitted effect of over 45% in size
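p53-null H1299 cells stably carrying temperature-sensitive p53-A138V and a BP100-luciferase reporter were pinned with compounds (4-point, 1:5 series) and held 24 hrs at 37 deg C. Luminescence was read 10 min after detection reagent.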
ELG1 genotox – inducers of genotoxicity in HEK293T ELG1-luciferase cells; 1.3% of 330,000 active; Potency, µM (top dose mostly 46 µM), without a hit: at the highest dose activity change, positive = activation, hits mostly activators; AID 504466; HEK293T ELG1-luciferase reporter, luminescence, 16 h; note: % of control where 0% means no effect; nearly all actives have a fitted effect of over 60% in size
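HEK293T cells expressing luciferase-tagged ELG1 were treated with compound or DMSO for 16 hr at 37°C. Luciferase activity was then read after 30 min with ONE-Glo at room temperature; rising signal flags genetic stress.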
MBNL1-CUG inh – inhibitors of human MBNL1 binding to CUG repeat RNA; Q9NR56; TR-FRET MBNL1-His/biotin-(CUG)12 binding, 665/545 ratio; Potency, µM (highest dose often 57.5 µM), inactives show at the top dose activity change, negative = inhibition, actives largely listed as inhibitors; 0.036% of 280,000 active; active = well fitted inhibition curve with a large enough effect in the signal ratio, with a control signal flat, not every such curve was filed as active; inconclusive = small, poorly fitted or top-dose-only effect, or effect the other way, or a change in a side signal; inactive = no such curve, though single readings can be large or run the other way; the % refers to the signal ratio; note: % is set by controls: 0 for no effect and ±100 for the full control effect
Target sequence (Q9NR56 whole entry, looked up): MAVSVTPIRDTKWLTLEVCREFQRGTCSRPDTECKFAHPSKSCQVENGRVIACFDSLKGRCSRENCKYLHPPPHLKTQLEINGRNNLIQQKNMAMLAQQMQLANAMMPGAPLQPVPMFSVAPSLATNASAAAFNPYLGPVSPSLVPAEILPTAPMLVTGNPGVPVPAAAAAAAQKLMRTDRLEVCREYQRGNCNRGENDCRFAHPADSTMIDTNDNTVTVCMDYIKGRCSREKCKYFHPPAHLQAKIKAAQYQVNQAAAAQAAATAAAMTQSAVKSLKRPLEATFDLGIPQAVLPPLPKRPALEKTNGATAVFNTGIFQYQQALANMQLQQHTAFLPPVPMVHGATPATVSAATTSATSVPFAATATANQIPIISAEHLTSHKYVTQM
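Inhibition of protein-RNA binding appears as loss of TR-FRET between terbium anti-His antibody on MBNL1-His and streptavidin-XL665 on biotin-(CUG)12. Activity is normalized to buffer-only and uninhibited-complex controls.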
The depositor's hits bear a star; ? = inconclusive; . = no result given; & = joins results of further samples; [ ] = another dose, or the depositor's remark. Unless noted, calls come from the whole dose curve; as a rule, active = well fitted curve in the direction sought with a large enough effect; inconclusive = small, poorly fitted or top-dose-only effect, or another doubt; inactive = no such curve, though single readings can be large; an effect the other way counts as inactive or inconclusive. Potency is the fitted concentration of half-maximal effect.

SMILES	BRCA1 expr up	MLL CXXC-DNA inh	NPC1 prom act	RORg inh	FLuc counter	uPA surface inh	Rab9 prom act	VP16 counter	p53 reactivation	ELG1 genotox	MBNL1-CUG inh
Cc1ccc(CN(Cc2ccccn2)C(=O)Nc2c(F)cccc2F)cc1	16%	6%	3%	-13%	0%	5%	-2%	-10%	-3%	-4%	-6%
CCN1CC(CNCc2cn(-c3ccc(OC)cc3)nc2-c2ccccc2Cl)CC1=O (configuration not stated)	-18%	5%	-6%	-1%	?	-2%	3%	-4%	-3%	0%	11%
N/C(=N\OC(=O)Cc1cccs1)c1ccc(Cl)cc1	84%	2%	20%	8%	13µM*	10%	24%	26%	24%	?	-3%
C=CCNC(=O)C(=O)NCC1CCCN1CC (configuration not stated)	-5%	-13%	1%	-20%	-2%	4%	-2%	0%	-1%	1%	9%
CC1(C)Cc2c(C#N)c(NCCN3CCOCC3)nc(-c3ccccc3)c2CO1	-5%	2%	1%	14%	-1%	-1%	0%	-3%	-4%	0%	-1%
CC(C)Oc1ccc(S(=O)(=O)N2CCOCC2)cc1NC(=O)C1CCCCC1	-8%	.	1%	.	.	12%	-3%	.	-15%	0%	.
Cc1ccc(NC(=O)CN(C)Cc2cc(=O)n3ccsc3n2)cc1	0%	-1%	-2%	-1%	0%	-2%	6%	4%	-3%	7%	-11%
COc1ccc(NC(=O)/C=C/c2ccccc2)c([N+](=O)[O-])c1	71%	-18%	?	23%	?	-5%	3.2µM*	0%	21%	?	29%
CC(C)CCn1c(O)c(N=NC(=O)c2ccco2)c2ccccc21	-10%	3%	10%	-22%	-13%	-1%	16%	-17%	9%	-3%	?
COc1ccc(-n2c(CCC(=O)O)ccc2-c2ccc(F)cc2)c(OC)c1	5%	5%	-1%	9%	5%	3%	2%	6%	10%	0%	0%
COc1cccc2cc(-c3csc(CCn4nc(C)cc4C)n3)c(=O)oc12	14%	4%	-3%	-6%	-24%	-2%	4%	11%	1%	-2%	?
NS(=O)(=O)c1ccc(NC(=O)CSc2nnc(Cc3cccs3)n2-c2ccccc2)cc1	-35%	6%	0%	-19%	-1%	4%	-9%	-13%	-5%	-13%	-2%

Printed as active in Rab9 prom act (from the list above):
canonical_smiles,MLL CXXC-DNA inh,NPC1 prom act,uPA surface inh,Rab9 prom act,p53 reactivation
COc1ccc(NC(=O)/C=C/c2ccccc2)c([N+](=O)[O-])c1,-18%,?,-5%,3.2µM*,21%

The list continues:
SMILES	BRCA1 expr up	MLL CXXC-DNA inh	NPC1 prom act	RORg inh	FLuc counter	uPA surface inh	Rab9 prom act	VP16 counter	p53 reactivation	ELG1 genotox	MBNL1-CUG inh
COCCN(Cc1cc2cc(C)ccc2nc1Cl)C(=O)Nc1ccccc1OC	-31%	3%	-2%	?	-6%	-1%	-2%	1%	0%	-9%	1%
Cc1nn(-c2ccccc2)c(C)c1/C=C1\C(=O)N(C)C(=S)N1C	2%	11%	-9%	19%	-1%	3%	-4%	8%	-3%	7%	?
COc1ccc(OCc2cn3c(C)cc(C)nc3n2)cc1	60%	-4%	3%	15%	?	-4%	3%	-22%	?	0%	2%[11.5 µM]
COc1cc(SC)ccc1C(=O)N1CC(C)OC(C)C1 (configuration not stated)	-4%	0%	-4%	9%	4%	1%	6%	7%	-1%	3%	-2%
CCN(CC)N=Nc1ccc(S(=O)(=O)Nc2c(C)n(C)n(-c3ccccc3)c2=O)cc1	-12%	7%	1%	.	6%	19%	-3%	.	.	-2%	-1%
Cc1n[nH]c(C)c1CCN(C)Cc1cn(C)nc1-c1ccccc1F	3%	1%	-6%	-19%	-1%	6%	-1%	-13%	-1%	1%	-3%
Cc1ccc(Cl)cc1N1CCN(C(=O)CN(c2ccccc2)S(=O)(=O)N(C)C)CC1	-19%	9%	-7%	42%	-12%	0%	1%	1%	-6%	-13%	-3%
COc1ccc2c(CC(=O)N3CCN(S(=O)(=O)c4cccs4)CC3)coc2c1	-8%	-2%	-3%	29%	3%	1%	2%	3%	-20%	-5%	-9%
CCOc1ccc(Oc2ccc(S(=O)(=O)N3CCOCC3)cc2N)cc1	-12%	-3%	-8%	30%	0%	?	-6%	3%	-2%	-2%	1%
CC1(C)Oc2ccc(NC(=O)c3ccco3)cc2O1	?	-4%	1µM*	-21%	6µM*	-15%	2.5µM*	-13%	12%	?	-4%
O=C(NNc1nc(-c2ccccc2)cs1)c1ccccc1	-60%	-11%	8%	5µM*	?	-6%	4%	4µM*	7%	-1%	-3%
COc1ccccc1C1CCN(C(=O)c2ccco2)CC1	-16%	14%	0%	1%	-4%	1%	1%	5%	-2%	-3%	1%
COc1cccc(S(=O)(=O)NCc2ccc(C(=O)Nc3ccc(C)cc3)cc2)c1	-3%	28%	-2%	1%	-4%	7%	0%	1%	5%	0%	3%
COc1cccc(/C=C2/SC(=O)N(CC(=O)N3CCc4ccccc4C3)C2=O)c1OCC(=O)O	-7%	?	-3%	11%	5%	0%	-4%	-3%	-3%	-12%	?
Cc1nc2ccccc2n1CCC(=O)Nc1cccc(F)c1	-8%	3%	-5%	4%[0.365 µM]	4%	0%	3%	.	-3%	5%	1%
CCOc1ccccc1NC(=O)NNS(=O)(=O)c1ccc([N+](=O)[O-])cc1	-22%	-1%	0%	-15%	-2%	-9%	-1%	-4%	19%	-3%	?
COC(=O)C1SCC2C(=O)N(Cc3cccc(C)c3)CC(=O)N21 (configuration not stated)	2%	0%	-2%	-10%	0%	3%	-2%	-5%	3%	-1%	0%
CN(C)S(=O)(=O)c1cccc(NC(=O)/C=C/c2ccccc2[N+](=O)[O-])c1	-2%	22%	9%	?	-1%	7%	-1%	-9%	16%	-4%	12%
O=C1N=C(N2CCOCC2)S/C1=C\c1cccnc1	-2%	-11%	-3%	3%	-2%	3%	-3%	18%	-4%	0%	12%
CCOC(=O)N1CCC(NC(=O)CCCC(=O)O)CC1	-8%	1%	-4%	-1%	-1%	3%	0%	-3%	0%	1%	-7%
Cc1ccc(S(=O)(=O)Nc2cccnc2)c(C)c1C	-2%	-13%	-7%	9%	1%	-3%	-1%	-6%	-4%	-5%	0%
CC(C)C(NC(=O)c1ccccc1)c1nnc(SCC(=O)Nc2nccs2)n1C (configuration not stated)	-18%	-5%	0%	9%	0%	3%	3%	5%	12%	1%	-15%
COc1ccc([C@H]2CC(=O)C=C(c3cccc(OCc4ccccc4)c3)C2)cc1	-4%	.	0%	.	1%	7%	-1%	.	5%	-3%	.
CCOC(=O)/C(C(N)=NC)=C(\O)c1ccccc1	-10%	14%	1%	25%	0%	1%	1%	12%	-5%	-3%	4%
CC(C)c1ccc(C(O)c2cnc(C(C)C)n2C)cc1 (configuration not stated)	86%	-7%	7%	?	?	-4%	7%	?	0%	?	0%
COc1ccc(C(=O)Nc2ccccc2N2CCOCC2)cc1Br	-25%	4%	1%	18µM*	4%	5%	-4%	-21%	-3%	-1%	-2%
CCn1nc(C(=O)N2CCN(Cc3nc4ccccc4s3)CC2)c2ccccc2c1=O	-35%	.	-1%	.	?	4%	9%	.	?	-5%	.
Cc1ccc([C@@H]2[C@@H]3C(=O)N(C)C(=O)[C@@H]3[C@@H]3C(=O)Nc4ccccc4C(=O)N23)cc1	15%	5%	0%	1%	-6%	10%	1%	-7%	9%	0%	5%
CC(/C=C/c1ccco1)=N/NC(=O)c1ccccc1Cl	0%	-10%	?	?	?	-3%	21%	?	19%	12%	?
CC1CCCCN1S(=O)(=O)c1ccc(N(C(=O)c2cnccn2)C(C(=O)NC2CCCC2)c2cccs2)cc1 (configuration not stated)	-39%	10%	9%	35%	-3%	-2%	-2%	4%	-3%	-2%	.
CN(C)S(=O)(=O)c1cccc(COC(=O)c2cc([N+](=O)[O-])ccc2N2CCOCC2)c1	-22%	.	-9%	.	-2%	-12%	-10%	.	5%	-1%	.
CC(=O)c1ncnn1CC(=O)c1ccc(Cl)cc1Cl	-2%	-2%	11%	0%	-16%	.	-1%	4%	1%	4%	12%
Cc1ccccc1C(=O)OC1CCCN(C)C1 (configuration not stated)	-2%	-4%	4%	-11%	4%	5%	-3%	4%	.	6%	-3%
CCCCNC(=O)CSc1nc2cc3c(cc2c(=O)n1CCCC(=O)NCCc1ccc(OC)c(OC)c1)OCO3	-5%	5%	-1%	3%	5%&-4%	2%	1%	1%	-2%	16%	-12%
C=CCOCCN(C)C1=NS(=O)(=O)c2ccccc21	9%	4%	-2%	-12%	0%	4%	1%	3%	5%	0%	2%

Some of the compounds tested; the hit share may differ from the screen's.
